# High-throughput results (PubChem)
# AGP1-GFP MLPCN = yeast TOR pathway AGP1-GFP modulation; S. cerevisiae AGP1-GFP multiplex flow cytometry, 3 h; GFP as percent of DMSO wells; GFP response vs DMSO, % at 10 µM; 320,000 compounds, 0.02% hits;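 active = GFP response relative to DMSO above a set limit, near screen average plus 3 SD, cut at about 150% in these data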;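 also: median GFP channel fluorescence of the gated AGP1 strain per well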
# BCLXL inh = inhibitors of human Bcl-xL; AID 2129; 320,000 compounds, 0.7% hits; GST-Bcl-xL / FITC-Bim BH3 peptide fluorescence polarization; inhibition, % at 10.9 µM;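 active = inhibition above the mean of all tested compounds plus 3 SD, cutoff set per campaign, cut at about 30% in these data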;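 also: 0% = DMSO wells and 100% = unlabeled Bim-BH3 peptide competitor; inhibitors lower millipolarization by displacing the labeled peptide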
# Target sequence (Q07817 whole entry, looked up): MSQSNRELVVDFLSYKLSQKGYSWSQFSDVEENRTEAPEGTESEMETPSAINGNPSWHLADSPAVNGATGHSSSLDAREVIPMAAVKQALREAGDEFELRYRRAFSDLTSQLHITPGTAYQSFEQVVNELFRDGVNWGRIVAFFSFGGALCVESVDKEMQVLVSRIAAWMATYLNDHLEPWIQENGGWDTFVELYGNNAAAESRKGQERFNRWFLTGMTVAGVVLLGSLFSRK
# GRK2 inh = human GRK2 inhibition via aptamer displacement; inhibition of aptamer binding, % at 10 µM; 330,000 compounds, 0.59% hits; bead flow cytometry, FAM-aptamer displacement from GRK2;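 active = inhibition of aptamer binding above 40%, roughly 3 SD of noise, on plates passing a quality check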;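 also: median bead fluorescence of bound FAM aptamer so fluorescent compounds give negative values; no value below 0 was filed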
# Target sequence (P25098 whole entry, looked up): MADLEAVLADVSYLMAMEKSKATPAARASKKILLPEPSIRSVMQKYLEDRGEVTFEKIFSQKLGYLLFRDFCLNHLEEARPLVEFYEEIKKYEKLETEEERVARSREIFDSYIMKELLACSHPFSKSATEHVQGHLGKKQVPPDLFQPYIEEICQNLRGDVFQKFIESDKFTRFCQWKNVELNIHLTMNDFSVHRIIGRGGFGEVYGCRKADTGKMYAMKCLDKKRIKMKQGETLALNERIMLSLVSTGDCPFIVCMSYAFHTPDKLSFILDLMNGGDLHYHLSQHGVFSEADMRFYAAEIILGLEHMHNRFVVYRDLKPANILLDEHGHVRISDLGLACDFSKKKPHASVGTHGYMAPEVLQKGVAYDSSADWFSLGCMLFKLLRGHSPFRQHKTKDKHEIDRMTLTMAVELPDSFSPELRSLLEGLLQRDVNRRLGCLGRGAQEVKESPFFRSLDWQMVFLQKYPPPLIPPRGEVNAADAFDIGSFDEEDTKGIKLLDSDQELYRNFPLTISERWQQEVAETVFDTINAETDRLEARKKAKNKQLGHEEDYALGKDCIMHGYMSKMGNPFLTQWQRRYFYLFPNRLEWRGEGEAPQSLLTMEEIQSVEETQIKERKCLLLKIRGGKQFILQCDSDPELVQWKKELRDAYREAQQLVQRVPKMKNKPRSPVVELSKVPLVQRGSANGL
# CIT2 TOR yeast = alters CIT2-GFP fluorescence in TOR pathway yeast screen; GFP response vs DMSO, % at 10 µM; S. cerevisiae CIT2-GFP strain, flow cytometry, 3 h; 100 means same as DMSO wells; AID 2029; 320,000 compounds, 0.065% hits;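 active = GFP response relative to DMSO above a set limit, near the screen mean plus 3 SD, cut at about 150% in these data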;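 also: ratio of well median GFP fluorescence to mean of DMSO wells on the plate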
# MCL1 BIM primary = disrupts human MCL1 binding to BIM-BH3 peptide; Q07820; inhibition, % at 10.9 µM; GST-MCL1 / FITC-Bim-BH3 fluorescence polarization; 320,000 compounds, 0.68% hits;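 active = inhibition above the mean inhibition of all tested compounds plus 3 SD, set per campaign, cut at about 40% in these data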;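 also: 0% = DMSO wells and 100% = unlabeled Bim-BH3 peptide control; higher means more loss of mP so more displacement of Bim peptide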
# GLD-1 RNA inh = GLD-1-TGE RNA interaction inhibition (C. elegans). Q17339. purified GLD-1 + fluorescein TGE RNA, fluorescence polarization. inhibition, % at 5.96 µM. 320,000 compounds, 0.44% hits. AID 2280;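 active = percent inhibition above a per-plate cutoff, the plate mean of test compounds plus 3 SD, cut at about 30% in these data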;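 also: 0% = DMSO wells with GLD-1 and probe and 100% = wells lacking GLD-1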
# Fam108B counter = Fam108B inhibition, counter-screen for RBBP9 inhibitors; recombinant Fam108B, FP-Rh probe fluorescence polarization; inhibition, % at 9.51 µM; 300,000 compounds, 0.33% hits;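 active = inhibition above the screen mean inhibition plus 3 SD, computed separately per campaign, cut at about 18% in these data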;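 also: inhibitors lower polarization as less probe binds the enzyme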
# VLA-4 inh = inhibition in a human VLA-4 binding assay; P13612; VLA-4 expressing cells, ligand binding flow cytometry; inhibition, % (about 7 µM as worked out from the volumes in the protocol); 330,000 compounds, 0.2% hits; in the data active = inhibition above about 50%
# MEX-5 binding = C. elegans MEX-5 TCR-2 RNA binding activity; 300,000 compounds, 0.38% hits; AID 1832; activity score (negative = inhibition of binding), % at 10 µM; MEX-5/FITC-TCR2 RNA binding, fluorescence polarization; hits give low values;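 active = inhibition past about -25% in most replicates, and total fluorescence under double the plate's negative control median, limit read from the data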;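 also: 0% = DMSO and -100% = 5 µM competing unlabeled TCR2 RNA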
# * marks the source's active call; other numbers are inactive results; · = not tested or not shown; [ ] = dose if it differs, or a comment.
no.	molecule	AGP1-GFP MLPCN	BCLXL inh	GRK2 inh	CIT2 TOR yeast	MCL1 BIM primary	GLD-1 RNA inh	Fam108B counter	VLA-4 inh	MEX-5 binding
1	CC(C)C(OC(=O)Cn1nnc2ccccc21)C(=O)NC1CCCC1 (centres undefined)	99.8	-0.3	0.0	100.1	-0.1	-5.5	-0.3	12.8	1.7
2	COc1ccc(CNS(=O)(=O)NCc2ccc(OC)c(OC)c2)cc1OC	103.9	0.1	5.0	101.5	-5.8	-7.9	1.6	-3.2	-3.5
3	COc1ccccc1-n1c(C)nnc1SCC(N)=O	94.6	0.9	2.0	94.8	-3.2	-4.3	-1.4	2.2	3.8
4	Cc1cccc(NC(=S)N(Cc2cccs2)Cc2cc3cc(C)ccc3[nH]c2=O)c1	93.5	7.6	2.0	95.7	16.4	0.4	-9.7	13.3	-1.3
5	O=C(c1ccccc1)c1ccc(OCCCN2CCCCC2)cc1	106.5	5.8	0.0	94.2	-8.7	-4.6	8.6	-6.1	-1.8
6	O=c1[nH]c(SCc2nc3ccccc3c(=O)n2-c2ccccc2)nc2ccccc12	93.2	3.6	0.0	95.3	3.2	4.3	-6.2	0.0	-2.9
7	O=c1[nH]cnc2nc(-c3ccccc3)c(-c3ccccc3)nc12	·	-4.1	0.0	105.5	2.9	3.7	0.6	-13.9	-1.4
8	O=C(Nc1ccc(S(=O)(=O)N2CCCCCC2)cc1)c1ccc(Br)o1	92.8	3.6	1.0	82.5	0.6	1.1	-2.6	5.0	1.7
9	Cc1ccc(N=Nc2ccc(O)c3ncccc23)cc1	86.7	1.8	3.0	79.5	7.7	4.2	5.8	21.8	0.0
10	CCCN(CC(=O)Nc1cc(Cl)ccc1Cl)C(=O)CN1C(=O)C2CCCCC2C1=O (centres undefined)	100.9	-0.3	1.0	105.6	-4.1	1.1	-1.9	-6.4	1.4
11	COc1ccc(C(=O)n2cnc3ccccc32)cc1Br	107.1	2.1	1.0	85.7	1.6	0.3	0.9	6.4	1.4
12	Nc1nc(C2CCOCC2)cs1	110.3	1.4	1.0	112.5	-4.8	2.3	0.1	-4.7	2.3
13	O=C(NN=C1CCCC1)c1[nH]c2ccc(Cl)cc2c1-c1ccccc1	108.4	-2.2	0.0	99.6	-1.7	8.8	-4.7	-0.6	·
14	CSc1ccc(/C=C/C(=O)OCC(=O)NC2CC2)cc1	109.2	6.7	4.0	107.7	3.8	6.8	·	1.7	·
15	N/C(=N\OC(=O)c1cccc2ccccc12)c1cccc([N+](=O)[O-])c1	100.2	-7.9	0.0	103.7	7.2	-5.3	-10.0	-8.5	0.5
16	O=C(NC1CCCCC1)N(Cc1nc2ccccc2c(=O)[nH]1)C1CCCCC1	95.3	0.3	1.0	89.4	-1.3	1.7	1.1	18.2	3.0
17	CC(C)c1nc(CNC(=O)CC2C(=O)NCCN2Cc2cccc(F)c2F)cs1 (centres undefined)	101.6[may fluoresce green]	11.7	0.0	100.2[may fluoresce green]	12.9	13.0	1.9	17.6	4.1
18	CC(C)(C)NCC(=O)N/N=C/c1ccc(OCc2ccccc2)cc1	89.5	-3.6	0.0	77.0	-2.6	2.8	2.5	19.5	-1.0
19	CCCCCOC(=O)CSc1nnc(-c2cc(OC)c(OC)c(OC)c2)o1	104.7	-0.3	0.0	101.1	-2.8	8.8	4.6	9.3	1.0
20	COCC(C)NC(=O)c1cc(-c2ccc(O)cc2)on1 (centres undefined)	92.5	1.2	0.0	88.6	-1.1	2.0	-0.1	11.0	1.8
21	CCOc1ccc(NC(=O)c2ccc(NC(=O)COC(=O)Cc3ccc(OC)cc3)cc2)cc1	90.6	-8.8	0.0	90.0	-11.3	5.3	-5.9	7.7	-2.3
22	O=C(CCCCn1c(=O)c2ccccc2n(Cc2ccc(F)cc2Cl)c1=O)NCc1ccco1	92.2	3.8	0.0	81.8	0.5	-3.1	-5.0	1.6	1.3
23	Cc1nc(C)n(C)c(=O)c1-c1ccccc1	108.1	1.1	0.0	105.9	5.0	1.6	1.6	6.4	-3.4
24	O=C1CC(c2ccc(F)cc2)Cc2nc(N3CCN(c4ccccc4)CC3)ncc21 (centres undefined)	98.8	-2.5	0.0	101.1	-0.2	5.7	-2.5	4.1	0.5
25	CC(C(=O)N1CCN(Cc2ccccc2)CC1)c1ccc([N+](=O)[O-])cc1 (centres undefined)	95.7	4.0	5.0	97.3	-0.7	-1.8	-3.0	-4.2	0.1
26	CCn1c(C)c(C)c2cc(C(=O)N3CCN(c4ccccc4)CC3)ccc21	86.6	5.3	0.0	87.8	3.9	4.9	-7.3	3.5	2.8
27	C1CCCCCC(=NNc2nn[nH]n2)CCCCC1	93.9	10.1	2.0	90.0	10.3	-2.0	-0.8	5.8	5.1
28	O=C(NCC(c1cccs1)N1CCc2ccccc21)c1ccccc1 (centres undefined)	109.2	-2.8	0.0	102.6	-1.6	2.7	4.3	6.7	0.2
29	CCOC(=O)c1ccc(NS(=O)(=O)c2c(N)n(C)c(=O)n(C)c2=O)cc1	86.6	3.3	1.0	94.6	5.0	-1.0	-4.8	-0.8	3.6
30	O=C(C1CCN(S(=O)(=O)c2cccc([N+](=O)[O-])c2)CC1)N1CCOCC1	112.1	5.4	0.0	101.8	2.0	-1.2	4.2	8.2	1.3
31	COC(=O)c1cc2occc2n1Cc1ccc(Cl)cc1	101.0	0.0	0.0	101.4	1.4	3.5	-3.5	·	0.4
32	Cc1ccsc1/C=N/n1c(=S)[nH]nc(C)c1=O	97.8	6.8	0.0	78.2	8.9	1.0	-2.5	-5.3	1.3
33	COC(=O)N/N=C\c1c(C)nn(-c2ccccc2)c1Cl	93.4	3.0	0.0	91.4	-1.9	-1.7	0.8	36.8	5.4
34	O=C(CSc1ncccn1)NCc1ccc(Cl)cc1	95.7	-1.4	0.0	97.7	4.3	2.7	3.2	0.4	1.4
35	NC(=O)c1oc2ccc(Cl)cc2c1NC(=O)CN1CCOCC1	97.1	-0.7	0.0	92.3	-2.8	-2.5	-1.6	2.2	0.4
36	COc1cc(C(=S)N2CCOCC2)cc(OC)c1OC(=O)c1cccc(C)c1	102.9	-1.6	1.0	102.3	2.1	9.7	4.0	11.8	2.0
37	COc1ccc(S(=O)(=O)N(C)CC(=O)NC2CC2)cc1	95.7	1.1	1.0	92.2	1.8	5.9	3.4	1.4	2.6
38	O=C(Nc1ccc(-c2csc(Nc3ccc(Cl)cc3)n2)cc1)c1cccc(C(F)(F)F)c1	83.9	-6.3	2.0	83.9	0.6	3.7	49.7*	1.7	1.1
39	CC1C/C(=N\NC(=S)NC(C)C)CC(C)(C)C1 (centres undefined)	98.5	6.0	0.0	100.1	7.4	1.7	-3.2	0.0	-0.9
40	COc1ccc(/C=C\C(=O)NCC(=O)N/N=C/c2ccc(O)cc2O)cc1	97.7	9.1	2.0	98.0	17.8	5.5	7.9	5.8	-4.3
41	CCC(C(=O)Nc1cnccn1)c1ccccc1 (centres undefined)	103.3	-1.3	0.0	100.5	-4.6	3.4	2.9	6.8	-4.2
42	O=C(NCc1cccnc1)/C(=C/c1ccc(Cl)cc1)NC(=O)c1ccccc1	100.3	-0.4	0.0	103.0	-2.0	-5.8	-1.9	7.7	-0.9
43	COc1ccc(C2Nc3ccccc3C(=O)N2c2ccc(Cl)cc2)cc1Cn1cc([N+](=O)[O-])cn1 (centres undefined)	94.0	5.4	3.0	106.3	-0.1	-4.5	-0.5	-7.1	-0.3
44	COc1cc(NC(=O)c2cccnc2)c(Cl)cc1NC(=O)c1ccccc1	84.4	3.7	1.0	82.0	1.8	-1.1	-2.7	10.8	1.8
45	O=C(NNC(=O)C1COc2ccccc2O1)c1cccc([N+](=O)[O-])c1 (centres undefined)	111.1	3.6	1.0	110.9	4.5	5.5	0.6	-1.2	-6.3
46	CCCN1C(=O)/C(=C/c2ccco2)SC1=Nc1ccc(OC)cc1	100.1	2.7	0.0	102.7	5.3	-1.5	-0.5	21.5	1.1
47	O=C(N/N=C/c1ccncc1)c1cccc(S(=O)(=O)Nc2ccc(Cl)cc2)c1	94.2	-3.4	2.0	84.7	51.6*	3.2	-68.3	2.4	0.0
48	Cc1cccc(-n2c(C)cc(/C=N/NC(=O)c3cccc([N+](=O)[O-])c3C)c2C)c1	105.4	3.6	2.0	101.5	4.5	-5.6	2.8	-9.8	-1.8
49	COc1ccc(-n2ccc(-c3nn(-c4cccc(C(F)(F)F)c4)ccc3=O)n2)cc1	95.3	4.6	3.0	97.0	4.5	1.9	-1.4	7.0	-1.7
50	O=C(NC(=S)Nc1ccc(S(=O)(=O)Nc2nccs2)cc1)c1ccccc1F	100.3	12.1	1.0	99.5	6.6	-7.2	0.8	-5.3	0.6
51	CS(=O)(=O)N1CCC(C(=O)N2CCN(C(c3ccccc3)c3ccccc3)CC2)CC1	92.8	4.5	0.0	96.1	-0.6	6.7	-0.9	15.8	-0.9
52	CC(C)=C(NC(=O)c1ccccc1)C(=O)N1CCOCC1	97.7	5.1	2.0	100.6	0.1	-4.5	3.1	2.1	-1.1
53	CC(C)/C=N/Nc1nc2c(c(=O)n(C)c(=O)n2C)n1C	97.6	0.2	0.0	96.4	4.9	-4.7	0.9	0.0	-5.8
54	CCCCOc1ccc(C(=O)N/C(=C\c2cccc([N+](=O)[O-])c2)C(=O)OCc2ccco2)cc1	101.8	2.8	1.0	98.0	-0.6	2.4	-0.4	-6.6	2.8
55	CC(C#N)Sc1nc2ccccc2c(=O)n1-c1ccccc1 (centres undefined)	93.9	1.2	2.0	98.6	8.9	7.0	4.8	-5.1	0.0
56	NNC(=O)c1ccc(COc2ccc3ccccc3c2)o1	96.6	-0.1	0.0	89.5	2.7	-1.9	-6.4	-10.8	1.7
57	CC1CCCc2sc3nc(N4CCN(CCO)CC4)n4ncnc4c3c21 (centres undefined)	98.5	0.2	0.0	101.2	1.8	-6.4	3.0	29.0	-2.2
58	C/C=C/c1ccc(OCC(=O)Nc2cc(OC)c(OC)c(OC)c2)c(OC)c1	98.8	8.3	0.0	93.5	1.5	15.7	-1.1	-0.5	0.2
59	COC(=O)/C=C/C(=O)Nc1cccc(C(F)(F)F)c1	83.2	-2.4	0.0	85.8	-1.3	3.4	-9.3	1.5	0.1
60	CCOC(=O)CNC(=S)n1ncnc1N	102.2	-1.9	0.0	103.2	4.3	2.4	4.5	-20.5	-0.8

# More structures
no.	molecule	AGP1-GFP MLPCN	BCLXL inh	GRK2 inh	CIT2 TOR yeast	MCL1 BIM primary	GLD-1 RNA inh	Fam108B counter	VLA-4 inh	MEX-5 binding
61	COc1cnn(C(C)(C)C)c(=O)c1Cl	95.3	-0.4	1.0	94.5	2.2	2.8	-6.4	-1.3	-0.9
62	COc1ccc(N2CCN(C(CNC(=O)C(C)(C)C)c3cccnc3)CC2)cc1 (centres undefined)	96.9	4.7	0.0	96.9	11.4	4.3	0.7	2.7	-0.8
63	Cc1nc(SCC#N)c2c(C)c(C)sc2n1	105.9	6.9	2.0	98.7	2.3	0.7	-0.3	2.3	2.1
64	CCCCCn1c(Sc2ncccn2)nc2c1c(=O)[nH]c(=O)n2C	95.3	7.2	0.0	95.7	6.9	-1.6	5.0	11.9	0.7
65	CC(=O)c1c(C)[nH]c(C(=O)Nc2ccc(F)cc2F)c1C	102.9	4.3	0.0	106.0	7.1	-1.2	-2.7	-5.5	-1.4

# Hits appear at their usual frequency; 2.2% or so of the library scored in one or more.
